Bioassay records from PubChem BioAssay.
KinaseGlo FLuc: counter-screen: inhibitors of Kinase-Glo firefly luciferase; Q27757; Kinase-Glo luciferase, ATP luminescence, 8 min; Potency, µM (doses to about 38.3 µM), inactives show at the top dose activity change, negative = inhibition, most hits filed as inhibitors; actives 0.28% (n = 200,000); AID 1379; also: potency is read from the fitted curve at half-maximal effect; % is scaled to controls: 0 for no effect and ±100 for the full control effect; nearly all actives have a fitted effect of over 60% in size
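Compound is pinned into ATP-containing buffer (10 uM ATP, imidazole pH 7.2, 7 mM MgCl2). Kinase-Glo luciferase reagent is then added. Light output is recorded following an 8-min room-temperature incubation.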
NPSR antagonist: neuropeptide S receptor (human) antagonism, cAMP; Q6W5P4; Potency, µM (series often up to 38.3 µM), without a hit: top-dose activity change, negative = inhibition, actives largely listed as inhibitors; CHO-NPSR cells, cAMP TR-FRET, antagonist mode; actives 1% (n = 220,000); AID 1461; also: potency is read from the fitted curve at half-maximal effect; % is scaled to controls: 0 for no effect and ±100 for the full control effect; nearly all actives have a fitted effect of over 50% in size; many of its hits are not listed in these tables
HTT aggregate: inhibitors of mutant huntingtin aggregate formation in PC12 cells | PC12 HttQ103-GFP aggregates, Acumen cytometry, 40 h | Potency, µM (series often up to 46.1 µM), inactives show top-dose activity change, negative = inhibition, actives largely listed as inhibitors | actives 1.1% (n = 220,000); also: potency is read from the fitted curve at half-maximal effect; % is scaled to controls: 0 for no effect and ±100 for the full control effect; nearly all actives have a fitted effect of over 60% in size
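Using laser scanning cytometry, GFP-positive aggregates were counted after lysis of PC12 cells induced with 100 nM tebufenozide to express HTT exon 1 Q103–GFP. Compounds were tested in titration.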
IMPase Li cell: IMPase inhibition in cells with lithium potentiation | CHO-M1 cells, IP1 TR-FRET (IP-One), carbachol + lithium | Potency, µM (titrated, usually from 59.4 µM), inactives show top-dose activity, negative = IMPase inhibition, most hits filed as inhibitors | actives 0.35% (n = 210,000);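 also: IP1 builds up when IMPase is blocked and the TR-FRET signal falls; potency is read from the fitted curve at half-maximal effect; plate controls were basal vehicle for no effect and high inhibitor control for full effect; nearly all actives have a fitted effect of over 50% in size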
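Test compounds were applied to CHO-M1 cells previously cultured for 16–30 h at 2000 per well. A small lithium amount accompanied them; after 30 min at 37C, IP1 was quantified by TR-FRET.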
CBFb RUNX1 block: inhibitors of human CBF-beta and RUNX1 interaction. AlphaScreen CBFb-His/RUNX1-biotin binding, biochemical. Potency, µM (highest dose often 59.8 µM), for the others: at the top dose activity, negative = inhibition, actives largely listed as inhibitors. 230,000 tested, under 10 active. AID 1477; also: % of control where 0% means no effect
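Compounds were screened at multiple concentrations against a preformed CBF-beta(His)/RUNX1(biotin) complex (30 nM of each) for 15 min at room temperature, followed by 90 min with nickel and streptavidin beads and AlphaScreen reading.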
L3MBTL1 block: inhibitors of human L3MBTL1; Q9Y468; AlphaScreen L3MBTL1–H3K9me1 peptide binding; Potency, µM (highest dose often 57.1 µM), inactives show at the top dose activity, negative = inhibition, hits mostly inhibitors; actives 0.66% (n = 230,000); AID 485360; also: potency is read from the fitted curve at half-maximal effect; % is scaled to controls: 0 for no effect and ±100 for the full control effect; nearly all actives have a fitted effect of over 60% in size
Target sequence (Q9Y468 whole entry, looked up): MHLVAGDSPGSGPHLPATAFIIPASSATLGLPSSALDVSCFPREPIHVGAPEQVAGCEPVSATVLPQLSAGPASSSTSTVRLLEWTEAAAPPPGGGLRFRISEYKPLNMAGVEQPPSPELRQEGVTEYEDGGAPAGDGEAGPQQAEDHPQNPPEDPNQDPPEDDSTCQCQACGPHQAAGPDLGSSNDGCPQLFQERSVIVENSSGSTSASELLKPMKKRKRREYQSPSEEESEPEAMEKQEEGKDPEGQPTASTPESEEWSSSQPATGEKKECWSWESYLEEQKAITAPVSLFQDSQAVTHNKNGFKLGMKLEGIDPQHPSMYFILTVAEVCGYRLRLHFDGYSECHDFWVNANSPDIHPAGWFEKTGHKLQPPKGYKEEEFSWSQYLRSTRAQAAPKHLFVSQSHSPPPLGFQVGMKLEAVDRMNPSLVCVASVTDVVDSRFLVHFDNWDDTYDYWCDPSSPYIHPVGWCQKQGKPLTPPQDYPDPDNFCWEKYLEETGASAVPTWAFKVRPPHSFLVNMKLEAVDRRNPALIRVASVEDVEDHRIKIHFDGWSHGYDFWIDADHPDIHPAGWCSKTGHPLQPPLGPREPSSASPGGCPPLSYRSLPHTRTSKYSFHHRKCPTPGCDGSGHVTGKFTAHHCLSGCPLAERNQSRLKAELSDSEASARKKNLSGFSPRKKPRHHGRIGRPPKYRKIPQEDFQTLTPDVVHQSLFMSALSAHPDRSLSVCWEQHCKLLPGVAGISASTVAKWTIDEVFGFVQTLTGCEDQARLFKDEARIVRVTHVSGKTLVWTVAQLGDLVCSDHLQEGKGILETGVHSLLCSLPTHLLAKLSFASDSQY
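L3MBTL1 50 nM + b-AHA-H3(1-15)K9me1 75 nM, 30 min RT; compound added, 30 min RT; streptavidin donor/Ni-chelate acceptor beads 10 ug/mL each final, 30 min RT dark; AlphaScreen read.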
Epigenetic reg: regulators of epigenetic silencing causing reporter derepression in mouse cells. murine LDR cells, GFP reporter derepression, 30 h. Potency, µM (doses to about 53.9 µM), inactives show at the highest dose GFP activation, actives largely listed as activators. actives 0.2% (n = 280,000). AID 1865; also: potency is read from the fitted curve at half-maximal effect; % of control where 0% means no effect; nearly all actives have a fitted effect of over 60% in size
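Murine LDR cells bearing a silenced CMV-driven GFP reporter were exposed to compound for 30 h at 37 C. After PBS washes, GFP-positive cells (20-120 um objects) counted by laser-scanning microplate cytometry.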
Starred values were filed as active, the others as inactive; ? = inconclusive; . = not tested or not shown; & = joins results of further samples; [ ] = remark or other dose. Calls follow the shape of the dose curve; as a rule, active = well fitted curve in the direction sought with a large enough effect; inconclusive = small, poorly fitted or top-dose-only effect, or another doubt; inactive = no such curve, though single readings can be large; an effect the other way counts as inactive or inconclusive. The list is partial. The share of hits here may be higher or lower than overall.

Screens in order – IMPase Li cell | NPSR antagonist | Epigenetic reg | CBFb RUNX1 block | KinaseGlo FLuc | L3MBTL1 block | HTT aggregate
Cc1cccc(C)c1NC(=O)CSCC(=O)c1ccc(O)c(O)c1
  4%[38.3 µM] | -10%[46.1 µM] | 1.0% | -4% | -6% | -3% | ?
CC1(C)CC(=O)C(CCCN2C(=O)c3ccccc3C2=O)C(=O)C1
  -2%[38.3 µM] | -5%[46.1 µM] | -1.0% | 2% | -2% | -5% | -15%
O=C(N/N=C/c1cc(Cl)ccc1O)c1ccc(Br)cc1
  -3% | 15% | -1.6% | ? | -2% | -28% | ?
O=C(CSc1nnc(-c2ccccc2)c2ccccc12)NCC1CCCO1 (configuration not stated)
  14% | -7% | 1.4% | -11% | -2% | -6% | 24%
O=C(NCc1cccnc1)C1CC(=O)N(c2ccc(F)cc2)C1 (configuration not stated)
  9%[38.3 µM] | 5%[46.1 µM] | 0.8% | 10% | -2% | -1% | 5%
CC(=O)Nc1ccc(S(=O)(=O)N2CCN(Cc3cccs3)CC2)cc1
  5% | 9% | 0.0% | -6% | 0% | 2% | .
Cn1c(=O)oc2cc(S(=O)(=O)N3CCN(c4ccccn4)CC3)ccc21
  -7% | 9% | 6.2% | 2%[2.36 µM] | 2% | 5% | -7%
CC(=O)NC(C)c1nc2ccccc2n1C(C)C (configuration not stated)
  4% | 3% | -1.0% | -2% | -1% | 15% | 10%
Cc1ccc(CNc2cnccn2)cc1
  -14%[38.3 µM] | -6%[46.1 µM] | -0.9% | -4% | 1% | -6% | 7%
O=C(CSCc1ccccc1F)NCc1ccc(F)cc1
  -2% | 9% | -2.1% | 4% | -1% | . | -12%
CCCN(CCC)S(=O)(=O)c1ccc(NS(C)(=O)=O)cc1
  5% | 15%[46.1 µM] | 0.9% | 12% | -2% | -5% | -22%
C#CCNC(=O)C1=C[C@H](c2csc3ccccc23)C[C@H](OCCCCO)O1
  2% | 27% | -3.0% | -8% | . | 1% | 18%[9.22 µM]
Cc1cc(C)c(S(=O)(=O)NCc2cn3c(C)csc3n2)c(C)c1
  0%[38.3 µM] | 2%[46.1 µM] | -0.1% | -1% | -2% | 2% | -7%
CC(C)Oc1ccc(C(CC(=O)NCc2ccco2)c2ccccc2)cc1 (configuration not stated)
  37%[activator][38.3 µM] | ? | -1.7% | 4% | -2% | . | -38%
CCN1C(=O)N/C(=C/c2cc(C)n(Cc3ccccc3)c2C)C1=O
  -10% | -8% | -2.6% | -22% | -1% | -13% | -25%
COc1ccc(OCC(=O)NNC(=O)CCc2ccccc2)cc1
  -21% | -6% | -1.6% | 0% | 2% | -12% | -20%[9.22 µM]
Cc1ccc(C(=O)N/C(=C\c2ccc([N+](=O)[O-])cc2)C(=O)NCCc2ccccc2)cc1
  1%[38.3 µM] | -5%[46.1 µM] | -0.3% | -2% | 1% | -2% | 12%
COc1ccc(/C=C2\SC(=S)NC2=O)cc1OS(=O)(=O)c1ccc(NC(C)=O)cc1
  7% | -42% | 0.0% | -18% | -1% | . | 17%
COC(=O)/C(=C\c1cc(OC)c(OC)c(OC)c1)c1nc2ccccc2[nH]1
  9% | -24% | ? | -3% | 0% | 1% | ?
O=C(NCCN1C(=O)C2C3C=CC(C3)C2C1=O)Nc1ccc(Br)cc1 (configuration not stated)
  8%[38.3 µM] | -10%[46.1 µM] | 0.0% | 0% | 3% | . | 14%
CCN(CC)S(=O)(=O)c1ccc(Cl)c(NC(=O)CSc2nnc(-c3cccs3)o2)c1
  5% | -2% | 0.0% | 1% | -3% | -6% | -6%
COc1ccc(C2/C(=C(/O)c3ccccc3)C(=O)C(=O)N2CCO)cc1 (configuration not stated)
  -2%[38.3 µM] | -5%[46.1 µM] | 0.0% | 6% | 5% | 5% | 5%
O=C(NCc1ccccn1)[C@H]1C[C@@H]1[C@H](NP(=O)(c1ccccc1)c1ccccc1)c1ccccc1
  30%&-5%[activator] | 11% | 8.6%&0.2% | 0%[2.36 µM] | -2%&-4% | -4% | 10%
O=C(O)c1ccccc1C(=O)NNc1ccc(Cl)cc1
  0%[38.3 µM] | -5%[46.1 µM] | -1.3% | 2% | -6% | -2% | -1%
Cc1ccc(NC(=O)CC(O)(C(F)(F)F)C(F)(F)F)cc1
  4%[38.3 µM] | ? | 0.0% | 0% | -6% | . | ?
Cc1ccccc1C(=O)Nc1cccc(C#N)c1
  -8% | 4%[46.1 µM] | 1.0% | -2% | 1% | 7% | 9%
CCN(CCn1cccn1)C(=O)CC1C(=O)NCCN1CC1CCCCC1 (configuration not stated)
  9% | -14% | 2.3% | 1% | -4% | 10% | 25%[9.22 µM]
CC(C)C(=O)NC(=O)COC(=O)/C=C/c1cccs1
  0% | 4% | -1.2% | 6% | 2% | -5%[11.4 µM] | 5%
COC(=O)c1c[nH]n2c(=O)cc(C)nc12
  -2%[38.3 µM] | 9%[46.1 µM] | -5.4% | 3% | -1% | 28% | -3%
CCOC(=O)C1=C(N)N2C(=O)C(C)SC2=C(C(=O)OC)C1c1ccccc1OC (configuration not stated)
  42%[activator][38.3 µM] | ? | -1.1% | 2% | 4% | -1% | 6%
CN1CCc2ccccc2C1C1CCNCC1 (configuration not stated)
  5%[38.3 µM] | 2%[46.1 µM] | -1.0% | 6% | -3% | 12% | -14%
Cc1ccc2nc(-c3ccc(NC(=O)CNC4CC4)cc3)sc2c1
  -4% | -31% | 0.6% | 4% | -1% | 13% | 23%
COc1ccc(C2=CC(=O)OC3(CCCC3)O2)cc1
  3%[38.3 µM] | -18%[46.1 µM] | 5.0% | 6% | -1% | . | ?
O=c1[nH]n2cc(-n3cc([N+](=O)[O-])cn3)cnc2c1Br
  7% | 1% | -0.1% | 4% | 0% | 3% | 3%
Cc1ccc2c(C(=O)CN3CCC4(CC3)OCCO4)c(C)[nH]c2c1
  11%[38.3 µM] | -5%[46.1 µM] | -0.3% | 3% | -3% | 2% | 9%
COc1ccc2nc3oc(C(=O)N4CCN(c5cccc(Cl)c5)CC4)cc3cc2c1
  13% | -16%[46.1 µM] | 0.0% | 12% | 2% | ? | -12%
CN(C)CCN1C(=O)C(O)=C(C(=O)c2cc3ccccc3o2)C1c1cccc(Br)c1 (configuration not stated)
  11µM* | ? | -1.5% | -2% | 5% | 4% | 16%
CCOC(=O)N1CCN(C(=O)CCn2nc(-c3ccccc3)ccc2=O)CC1
  -7%[38.3 µM] | -7%[46.1 µM] | -1.0% | 5% | 0% | 4% | 23%
CCc1ccccc1NC(=O)c1cc2sccc2n1C
  16%[38.3 µM] | -22%[46.1 µM] | 0.0% | 2% | 2% | . | -7%
Cc1nc2ccccc2c(=O)n1NC(=O)C1CC1C (configuration not stated)
  3% | 10% | -0.4% | -27% | 0% | 12% | 14%
O=C(O)CSc1cc(C(=O)c2ccccc2O)cn2c(=O)c3c4c(sc3nc12)CCCC4
  . | -43% | 1.1% | ? | . | . | -16%[9.22 µM]
O=C(O)Cn1c(SC2CCCCC2)nc2ccccc21
  -6%[38.3 µM] | -5%[46.1 µM] | -1.1% | -1% | -6% | -1% | 0%
Cc1ccc(S(=O)(=O)Nc2c(C)n(C)n(-c3ccccc3)c2=O)cc1C(=O)OCC(=O)N1CCCC(C)C1 (configuration not stated)
  -1% | -7% | -0.2% | 4% | 7% | -3% | 17%
CCCCOCCCNC(=O)c1ccc2c(c1)OCO2
  -16%[38.3 µM] | -3%[46.1 µM] | -4.9% | 10% | 1% | -5% | -4%
CN(C)S(=O)(=O)c1cccc(NC(=O)COC(=O)CCOc2ccccc2)c1
  3% | 7% | -0.4% | 0% | -1% | 6% | 4%
O=C(CSc1ccccn1)Nc1nc2ccccc2s1
  4% | -4% | 0.0% | -3% | -1% | 12% | -12%
O=C(NCCCN1CCOCC1)C1(c2ccccc2)CCOCC1
  5%[38.3 µM] | -3%[46.1 µM] | 1.6% | 4% | 2% | 1% | -8%
O=C(Cn1cnc([N+](=O)[O-])n1)N/N=C/c1ccc2ccccc2c1
  -17% | 20% | -1.0% | -1% | 2% | -10% | 25%
O=C(NCCc1ccccn1)C1CCN(S(=O)(=O)c2ccc3ccccc3c2)CC1
  4% | -5% | 0.0% | -7% | 4% | 5% | .
COCCn1nnnc1C(c1cc2cc(C)ccc2[nH]c1=O)N1CCCCCC1 (configuration not stated)
  16%[38.3 µM] | -7%[46.1 µM] | -0.1% | 12% | 2% | 1% | 3%
CC1CCCC(NC(=S)NC(=O)c2ccccc2Br)C1C (configuration not stated)
  10% | -56% | 0.0% | -18% | -3% | 43%[activator] | 12%
O=C(NCc1ccco1)/C(=C\c1ccco1)NC(=O)c1ccco1
  . | 52% | -1.2% | -2% | . | -16% | 8%[9.22 µM]
CNC(=O)CS(=O)CC(=O)Nc1cc(OC(C)C)c(Cl)cc1Cl (configuration not stated)
  6% | -4% | -4.1% | 14% | -1% | 3% | -1%
CCCn1c(=O)c2c(nc3n2CCS3)n(C)c1=O
  -6% | 9% | -0.1% | -12% | 0% | 0% | 3%
N#Cc1cc(N)c(Nc2ccccc2)cc1C#N
  -1%[38.3 µM] | -13%[46.1 µM] | -0.2% | 8% | -5% | 7% | ?
O=C(CSc1nc2cc3c(cc2c(=O)n1CCC1=CCCCC1)OCO3)NCc1ccco1
  -18%[38.3 µM] | -27%[46.1 µM] | 1.0% | 5% | 1% | -2% | 8%
COc1ccccc1N(CC(=O)NCCC1=CCCCC1)S(=O)(=O)c1ccccc1
  10% | ? | -3.2% | 1% | 0% | 2% | 14%
Nc1nnc(CCOc2ccc(Cl)cc2)s1
  -5% | 9%[46.1 µM] | -2.0% | 7% | 4% | 12% | -4%

Shown field by field: 4 of the compounds above.
O=C(O)Cn1c(SC2CCCCC2)nc2ccccc21
  IMPase Li cell: -6%[38.3 µM]; NPSR antagonist: -5%[46.1 µM]; Epigenetic reg: -1.1%; CBFb RUNX1 block: -1%; KinaseGlo FLuc: -6%; L3MBTL1 block: -1%; HTT aggregate: 0%

Cc1ccc(S(=O)(=O)Nc2c(C)n(C)n(-c3ccccc3)c2=O)cc1C(=O)OCC(=O)N1CCCC(C)C1 (configuration not stated)
  IMPase Li cell: -1%; NPSR antagonist: -7%; Epigenetic reg: -0.2%; CBFb RUNX1 block: 4%; KinaseGlo FLuc: 7%; L3MBTL1 block: -3%; HTT aggregate: 17%

CCCCOCCCNC(=O)c1ccc2c(c1)OCO2
  IMPase Li cell: -16%[38.3 µM]; NPSR antagonist: -3%[46.1 µM]; Epigenetic reg: -4.9%; CBFb RUNX1 block: 10%; KinaseGlo FLuc: 1%; L3MBTL1 block: -5%; HTT aggregate: -4%

CN(C)S(=O)(=O)c1cccc(NC(=O)COC(=O)CCOc2ccccc2)c1
  IMPase Li cell: 3%; NPSR antagonist: 7%; Epigenetic reg: -0.4%; CBFb RUNX1 block: 0%; KinaseGlo FLuc: -1%; L3MBTL1 block: 6%; HTT aggregate: 4%
